STK33 inh – human STK33 kinase inhibition | purified STK33, MBP phosphorylation, ADP-Glo luminescence | Q9BYT3 | AID 2661 | inhibition, % at 10 µM | hit rate 0.073% among 320,000;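 active means inhibition at or above 25%, using the most active replicate where run in duplicate; inactive means inhibition below 25%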
Target sequence (Q9BYT3 whole entry, looked up): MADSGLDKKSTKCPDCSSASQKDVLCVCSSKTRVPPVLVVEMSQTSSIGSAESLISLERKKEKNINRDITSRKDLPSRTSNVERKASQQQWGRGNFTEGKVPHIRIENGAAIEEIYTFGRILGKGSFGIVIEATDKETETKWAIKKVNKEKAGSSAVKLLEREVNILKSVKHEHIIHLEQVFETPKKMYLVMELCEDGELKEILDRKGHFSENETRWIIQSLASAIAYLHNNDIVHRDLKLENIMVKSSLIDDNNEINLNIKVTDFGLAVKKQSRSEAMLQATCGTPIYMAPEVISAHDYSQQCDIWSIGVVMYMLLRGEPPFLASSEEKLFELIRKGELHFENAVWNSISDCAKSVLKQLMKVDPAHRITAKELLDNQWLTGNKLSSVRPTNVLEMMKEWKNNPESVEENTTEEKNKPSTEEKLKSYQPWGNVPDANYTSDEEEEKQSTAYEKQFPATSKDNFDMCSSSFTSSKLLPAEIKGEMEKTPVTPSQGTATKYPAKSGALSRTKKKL
Kir21 block – Kir2.1 (mouse) channel inhibition; P35561; HEK293-Kir2.1, FluxOR thallium flux fluorescence; hits give low values; B-score at 10 µM; hit rate 0.85% among 310,000; AID 1672;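 active means fluorescence ratio B-score at or below minus 3 SD of library scores, with starting-brightness B-score within 2 SD, cut at about -4.2 in these data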;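 further: channel flux triggered by added potassium and thallium sulfate stimulus; B-score of peak minus minimum fluorescence over baseline after thallium stimulus; more negative B-score means stronger Kir2.1 block with less thallium influx; some compounds called inactive have numbers as strong as hits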
Target sequence (P35561 whole entry, looked up): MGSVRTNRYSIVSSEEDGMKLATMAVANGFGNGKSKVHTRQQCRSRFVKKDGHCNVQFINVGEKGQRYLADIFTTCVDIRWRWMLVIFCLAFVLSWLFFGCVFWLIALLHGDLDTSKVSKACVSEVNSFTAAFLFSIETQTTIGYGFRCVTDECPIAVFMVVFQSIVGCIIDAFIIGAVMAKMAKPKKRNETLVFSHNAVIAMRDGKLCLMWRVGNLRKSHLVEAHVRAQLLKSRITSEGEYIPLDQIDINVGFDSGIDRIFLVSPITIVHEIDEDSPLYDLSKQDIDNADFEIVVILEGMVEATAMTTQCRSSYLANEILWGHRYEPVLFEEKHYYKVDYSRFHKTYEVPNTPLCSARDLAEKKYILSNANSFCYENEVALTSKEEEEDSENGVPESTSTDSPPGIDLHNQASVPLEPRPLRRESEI
* marks the source's active call; other numbers are inactive results; . = no result given.

STK33 inh	Kir21 block	SMILES
-0.7	-0.05	CC(=O)NC1=NN(C(C)=O)C(C)(c2ccc(Cl)s2)S1 (stereo not given)
-2.0	-0.64	Cc1cc(C(=O)Cn2cncn2)c(C)n1CCc1ccc(F)cc1
-0.4	-1.1	CCOc1ccc(N(CC(=O)NC2CCCC2)C(=O)c2ccc(C)s2)cc1
0.0	1.4	CCCCNC(=O)CSc1nc2ccsc2c(=O)n1C1CCN(C(=O)OCC)CC1
1.0	.	O=C(c1cccc(S(=O)(=O)NCc2ccccc2)c1)N1CCN(c2ccccc2)CC1
-1.0	0.86	COc1ccccc1N=c1oc2c(OC)cccc2cc1C(=O)NCc1ccco1
-1.3	-0.34	Cc1cc(Br)ccc1OCC(=O)N1CCCCCC1
-1.2	-0.03	O=C(O)C1CCN(S(=O)(=O)c2cccc3cccnc23)CC1
-0.7	0.58	N=c1c2c(n(Cc3ccc(F)cc3)c3c1CCC3)CCC2
-0.4	-1.5	O=C(c1cccc(F)c1)N1CCN(Cc2ccco2)CC1
-0.3	0.14	CCOC(=O)c1c(NC(=O)CSc2nnc(-c3ccc(OC)cc3)o2)sc2c1CCC2
-1.8	0.64	CN(C)c1nc(N/N=C/c2ccccc2O)nc(Nc2ccc(F)cc2)n1
-2.6	-0.42	COc1ccccc1N=C1NC(=O)/C(=C/c2ccc(N(C)C)cc2)S1
-0.3	1	COC(CNC(=O)c1coc2nc3ccccc3nc12)OC
0.1	-2.3	O=C(CCNc1ccc(Cc2ccncc2)cc1)c1cccc([N+](=O)[O-])c1
0.4	-0.02	COC(=O)C1=NNC2C(=O)N(C3CCCCC3)C(=O)C12 (stereo not given)
-1.2	0.48	COc1cc(C2NC(=O)N(C)C3=C2C(=O)CCC3)cc(OC)c1OC (stereo not given)
-2.2	-0.07	COc1ccc(OCC(O)CON2C(=O)c3ccccc3C2=O)cc1 (stereo not given)
1.2	-4.2*	CC(=O)c1ccc(NC(=O)CCCN2C(=O)C(c3ccccc3)Oc3cccnc32)cc1 (stereo not given)
1.4	-0.05	CC(=Nc1ccccc1)C1=C(O)CC(C)(C)CC1=O
-0.9	1.7	CC(C)(C)NC(=O)C(=O)N/N=C/c1ccc(F)cc1
-1.3	1	CCCc1cc(C(=O)Nc2ccc(C(=O)c3ccc(F)cc3)cc2)n(C)n1
-1.1	0.11	COc1ccc(Nc2oc(COc3ccc(Cl)cc3)nc2C#N)cc1
-1.0	-0.02	COc1cccc(-c2c(C(=O)N/N=C(\C)c3cccnc3)nnn2-c2nonc2N)c1
0.7	1.3	CC(=O)Cc1ccccc1OCC(=O)O

The closing 2 compounds of the section above come first, to join the parts:
STK33 inh	Kir21 block	SMILES
-1.0	-0.02	COc1cccc(-c2c(C(=O)N/N=C(\C)c3cccnc3)nnn2-c2nonc2N)c1
0.7	1.3	CC(=O)Cc1ccccc1OCC(=O)O
-1.6	1.7	COc1ccc(CNC(=O)C2CCN(S(=O)(=O)c3cccc4nonc34)CC2)cc1
1.9	0.06	Cc1ccccc1Cn1ccc(NC(=O)c2cnn3cccnc23)n1
-3.5	-0.48	CCOC(=O)Cc1nnc2c(Nc3ccc(Cl)cc3)nc3nonc3n12
-0.6	0.29	CC1(c2ccc3ccccc3c2)NC(=O)N(CC(=O)N2CCN(S(=O)(=O)c3ccccc3F)CC2)C1=O (stereo not given)
-1.4	-4	COc1ccccc1C(CNC(=O)c1ccc(-c2ccccc2Cl)o1)N1CCCC1 (stereo not given)
-1.0	1.7	COc1ccc(N(CC(=O)NCCC2=CCCCC2)S(=O)(=O)c2ccc(C)cc2)cc1
-0.3	1.6	CCOC(=O)C(C#N)c1ccccn1 (stereo not given)
-1.7	0.92	Cc1ncc([N+](=O)[O-])n1Cc1ccc(Br)cc1
-0.6	-0.13	OC(COc1ccc2ccccc2c1)CN1CCOCC1 (stereo not given)
-1.5	0.23	CCCOC1CCCN(C(=O)c2ccc(OC3CCN(C(=O)CCOC)CC3)cc2)C1 (stereo not given)
-1.4	0.52	O=C(NC1CCCC1)c1c(O)nc2sccn2c1=O
-3.1	1.1	CCOc1ccc(Br)cc1C(=O)N/N=C/c1cccnc1
-1.5	.	C/C(C=O)=C/c1ccccc1
-0.6	.	O=C1NC(Cc2ccc(O)cc2)c2nc3ccc(Cl)cc3c(=O)n2-c2ccccc21 (stereo not given)
0.2	0.22	COC(=O)c1ccc(NC(=O)NCCCl)cc1
0.0	-0.62	CC1(C)OC2OC(COC(=O)c3ccc([N+](=O)[O-])cc3)C3OC(C)(C)OC3C2O1 (stereo not given)
0.0	0.14	CS(=O)(=O)c1nc(S(=O)(=O)c2ccc(Cl)cc2)c(N2CCCCC2)s1
-1.4	-0.23	COc1ccc(CCNC(=O)C2CCCN2S(=O)(=O)c2cccc3nsnc23)cc1OC (stereo not given)
-1.4	-1.2	COc1ccc(C(=O)c2c3ccccc3[n+]([O-])n2CCC(N)=O)cc1
11	-0.59	O=C(NCc1n[nH]c(=S)n1-c1ccccc1)c1ccco1
-1.3	-1.6	Cc1ccc(S(=O)(=O)N2CCN(C(=O)c3ccccc3)C2)cc1[N+](=O)[O-]
0.9	-0.03	Nc1ccccc1-c1nc2ccccc2s1
-1.4	1.4	O=C(O)c1cccc(NC(=S)NC(=O)c2cncc(Br)c2)c1
-1.5	0.27	CN(Cc1ccccc1)C(=O)CN1C(=O)NC(C)(c2ccc(C(C)(C)C)cc2)C1=O (stereo not given)
0.2	0.96	CSCCC(NC(=O)c1ccccc1Br)C(=O)NCC(c1ccco1)N1CCCCC1 (stereo not given)
-1.2	.	CCN1C(=O)[C@H]2[C@@H](c3ccc(-c4ccc(F)cc4)cc3)N[C@@](C)(C(=O)OC)[C@H]2C1=O
-1.1	1.6	O=C(O)CC(NC(=O)C12CC3CC(CC(C3)C1)C2)c1ccc(OC2CCCC2)cc1 (stereo not given)
-0.4	0.01	Cc1cccc(OCc2nnc(SCC(=O)N(C(C)C)C(C)C)n2Cc2ccco2)c1C
-0.5	0.27	CCN(CC)S(=O)(=O)c1ccc(/C=C/C(=O)Nc2ccc(N3CCOCC3)cc2)cc1
-1.0	0.03	O=c1[nH]c2ccccc2n1Cc1ccc(F)cc1
-1.9	0.59	Cc1c(NC(=O)CN2C(=O)C(=O)c3ccccc32)c(=O)n(-c2ccccc2)n1C
-0.3	-0.44	COC(=O)C1=C(C)N(c2ccccc2)C(=S)NC1c1ccccc1C(F)(F)F (stereo not given)
0.3	-0.05	COc1cc(C(=O)N2c3ccccc3CC2C)cc(OC)c1OC (stereo not given)
-0.2	-0.43	O=C1[C@@H]2C(c3ccc(F)cc3)=NO[C@@H]2C(=O)N1Cc1ccccc1
.	-0.41	O=C1/C(=C/c2cccs2)Sc2ccccc21
-2.3	-1.6	O=C(CSc1nnc(-c2ccncc2)n1Cc1ccco1)Nc1ccccc1F
1.0	1.6	CCCN(CC(=O)Nc1cccc(Br)c1)CC(=O)Nc1ccc(F)c(F)c1F
-1.6	1.2	O=C(CSc1ncccn1)NCc1ccc(F)cc1
-1.6	0.68	CCCCCSc1nnc(-c2cc(Br)ccc2N)c(=O)[nH]1
1.1	-1.7	Cc1cc(C)cc(C(=O)OCC(=O)NCc2cccs2)c1
-0.4	0.89	O=C1NC2(CCCCC2)C(=O)N1/N=C/c1ccc(O)cc1O
-0.5	-0.05	O=C1CSC(c2ccc(F)cc2)N1c1ccccc1F (stereo not given)
-0.3	2.3	COc1cc(NC(=O)c2cc(Br)cc(C)c2OC)ccc1NC(=O)C(C)C
1.0	-1	Cc1nc2nc(SCc3nc4ccccc4[nH]3)[nH]c2cc1Br
-1.1	-0.63	CC(C)(C)c1nc(N)nc(=O)[nH]1
-1.8	-0.78	O=C(c1cccnc1)N1CCC(Oc2ccc(C(=O)N3CCCC(O)C3)cc2)CC1 (stereo not given)
.	2	COc1ccc(/C=N/n2c(=O)[nH]c3c([nH]c4ccc(C)cc43)c2=O)cc1CN1CCOCC1
0.4	0.39	CCc1nc2c(c(=O)c3ccccc3n2C)c(=O)n1C1CCCCCC1
-1.5	2	Cc1ccc(C(=O)COc2cc(C)nc3nncn23)cc1
-1.9	-0.55	N#CCNC1CC(=O)N(c2ccc(F)cc2)C1=O (stereo not given)

Part of the list above in order of molecular weight, ascending:
STK33 inh	Kir21 block	SMILES
-1.9	0.59	Cc1c(NC(=O)CN2C(=O)C(=O)c3ccccc32)c(=O)n(-c2ccccc2)n1C
-0.3	2.3	COc1cc(NC(=O)c2cc(Br)cc(C)c2OC)ccc1NC(=O)C(C)C
-0.5	0.27	CCN(CC)S(=O)(=O)c1ccc(/C=C/C(=O)Nc2ccc(N3CCOCC3)cc2)cc1
1.0	1.6	CCCN(CC(=O)Nc1cccc(Br)c1)CC(=O)Nc1ccc(F)c(F)c1F

Two records drawn at random from those above, as already listed:
STK33 inh	Kir21 block	SMILES
-0.3	2.3	COc1cc(NC(=O)c2cc(Br)cc(C)c2OC)ccc1NC(=O)C(C)C
-1.5	2	Cc1ccc(C(=O)COc2cc(C)nc3nncn23)cc1

(next part)
STK33 inh	Kir21 block	SMILES
-2.3	0.98	CCOCCn1c(CN2CCOCC2)nc2c1c(=O)[nH]c(=O)n2C
-1.6	0.71	O=C(c1ccco1)N1CCN=C1SCc1c(F)cccc1Cl
-0.4	0.34	CCC1(c2ccc(F)cc2)NC(=O)N(CC(=O)NCc2ccccc2Cl)C1=O (stereo not given)
-1.3	-0.18	O=C(COc1ccc(Cl)cc1)NNC(=O)c1ccccn1
0.0	.	COc1ccc(CN(C)CC(=O)Nc2cccc(S(=O)(=O)N(C)c3ccccc3)c2)c(OC)c1
-2.6	-1.1	O=C(O)c1ccccc1C(=O)Nc1nc(-c2ccccc2)cs1
-0.6	-0.68	CCOC(=O)C1(Cc2ccc(Cl)cc2)CCN(C2CCC2)CC1
-1.2	-0.28	Cc1sc2ncn(CC(=O)N(CC(=O)NC3CCCC3)Cc3cccs3)c(=O)c2c1C
0.9	-1.4	O=C(Nc1cccc(Cl)c1)Nc1ccccc1-n1ccnc1
-1.5	0.47	Cc1c(N(C)C(=O)C23CC4CC(CC(C4)C2)C3)c(=O)n(-c2ccccc2)n1C
-0.9	-1.4	CCCN1CCC(NC(=O)Cc2ccccc2OC)CC1
-0.5	-1.1	Cc1ccc(S(=O)(=O)CCC(=O)Nc2cc(Cl)ccc2-n2cncn2)cc1
-0.9	1.4	C#CCOc1c(Cl)cc(/C=C2/C(=O)ON=C2C)cc1OCC
3.3	0.27	Cc1ccc(Cl)cc1N1CCN(C2CCCCC2NS(=O)(=O)c2ccccc2)CC1 (stereo not given)
-1.3	0.25	C=CCn1c(=O)c(CCC(=O)Nc2ccc(N3CCOCC3)cc2)nc2cc(C(F)(F)F)ccc21
-3.1	0.64	O=C1CCC(=O)N1CC(=O)N1c2ccccc2Sc2ccccc21
-1.5	-0.04	COc1cccc(C(=O)Nc2ccc3c(c2)C(=O)N(CC2CCCO2)C3=O)c1 (stereo not given)
0.3	0.11	CCCC(C(=O)NCc1ccco1)N(Cc1ccco1)C(=O)CNS(=O)(=O)c1ccccc1 (stereo not given)
0.6	0.34	CCCn1nnnc1NCc1ccc(SC)cc1
3.8	1.3	COc1ccc(C(=O)C2CCCN(C(=O)c3c4c(nn3C)CCCC4)C2)cc1F (stereo not given)
2.6	0.14	Cc1ccc(CCNC(=O)CCS(=O)(=O)Cc2ccc(C)cc2)cc1
-0.9	-1.2	Cc1cccc(N2CCN(C(=O)CCNS(=O)(=O)c3ccc4c(c3)oc(=O)n4C)CC2)c1C
0.4	0.81	COc1cc(C(=O)OCc2cc(=O)oc3c(C)c(C)ccc23)ccc1OC(F)F
-2.0	-0.06	CCc1ccc[n+](-c2nc3ccccc3nc2C(=C=[N-])C#N)c1
-0.2	-1.3	CN(C)n1cccc1/C=C(\C#N)S(=O)(=O)c1ccc(Cl)cc1
-0.9	1.1	Cc1ccc(N2C(=O)CC(Cc3cc(C)cc(C)c3)C2=O)cc1 (stereo not given)
0.6	-1.5	COc1cc2ccccc2cc1C(=O)Nc1sc2c(c1C(N)=O)CCN(C(C)C)C2
-2.3	.	COc1ccc(C=NNC(=O)c2ccccc2NS(=O)(=O)c2cccs2)cc1O
-0.6	-0.01	COc1cc2c(c(OCC(=O)NC(C)C)c1)C(=O)O[C@@H](C)CCCC(=O)CCCCC2
-1.3	.	O=C(Cn1nnc(-c2ccc(Cl)cc2)n1)NC1CCS(=O)(=O)C1 (stereo not given)
-0.9	1.1	Cc1ccccc1C(=O)NC1CC2CCCC(C1)N2C(=O)Nc1ccccc1 (stereo not given)
-0.1	-0.17	Cc1sc2nc(C)n(/N=C/c3ccccc3O)c(=O)c2c1C
-1.3	0.1	CC(NC(=O)Cc1ccccc1)c1ccc(F)cc1 (stereo not given)
4.1	.	COc1ccc(CC(=O)OCC(=O)NNC(=O)c2ccccc2)cc1
0.4	-2.1	O=C(NC1CCCC1)C1CCCN1C(=O)Oc1ccccc1 (stereo not given)
-2.9	0.2	COc1ccc(NC(=O)CSc2ncnc3c2nnn3-c2ccc(F)cc2)c(OC)c1
-0.8	1.5	O=C(CNc1ccccc1)N/N=C/c1ccc([N+](=O)[O-])cc1
.	0.84	COc1cccc2c(=O)n(CC(=O)Nc3ccc(F)cc3F)ccc12
-0.9	-1.8	O=C1NC[C@H](c2ccccc2)N(CCC23CC4CC(CC(C4)C2)C3)C1=O

Some values from the entries so far:
Entry for COc1ccc(CC(=O)OCC(=O)NNC(=O)c2ccccc2)cc1 under STK33 inh: 4.1
Entry for O=C(NC1CCCC1)C1CCCN1C(=O)Oc1ccccc1 (stereo not given) under STK33 inh: 0.4

Screening results as filed in PubChem.

Hits appear at their usual frequency (roughly 0.84% active in at least one column).
